Bioassay records as filed in PubChem BioAssay.
M. tuberculosis HTS: M. tuberculosis growth inhibition, HTS (AID 449762). M. tuberculosis H37Rv growth inhibition, 7H9 media; higher % means a stronger effect. inhibition, % at 25 µM, or IC50 in µM where a hit was titrated. hit rate 0.59% among 330,000; in the data active = a potency from the dose series; inconclusive = inhibition above about 70% without an active follow-up result;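 also: bacterial growth assessed after seven days of incubation; strong numbers were not always called active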
influenza NS1A: NS1A inhibition, H1N1 influenza, cell based functional assay (AID 504329). NS1A functional cell-based assay, percent inhibition; higher % means a stronger effect. inhibition, % at 12.5 µM, or IC50 in µM where a hit was titrated. hit rate 0.3% among 340,000; in the data active = a potency from the dose series; inconclusive = inhibition above about 27% without an active follow-up result; also: strong numbers were not always called active
PhoP GFP inhibition: PhoP regulon inhibitors, Salmonella typhi PhoP promoter GFP reporter, confirmatory (AID 1850). Salmonella Typhi PhoP-promoter GFP reporter, fluorescence, 4 h; higher % means a stronger effect. inhibition, % at 50 µM; hits with a dose series show IC50 in µM. hit rate 0.33% among 310,000; in the data active = a potency from the dose series; inconclusive = inhibition mostly from about 25% at the one dose, without a potency; inactive = the rest, 99 in 100 with inhibition below about 19%;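 also: 0% = induced wells with vehicle and 100% = uninduced wells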
VEEV TC-83 Vero: inhibitors of VEEV TC-83 cytopathic effect, confirmation, Vero cells (AID 588727) | Vero cells, VEEV TC-83 cytopathic effect inhibition; higher % means a stronger effect | one-dose inhibition, % at 20 µM; IC50 in µM for titrated hits | hit rate 0.13% among 350,000; in the data active = a potency from the dose series; inconclusive = inhibition mostly from about 14% at the one dose, without a potency; inactive = the rest, 99 in 100 with inhibition below about 12%; also: strong numbers were not always called active
M. tuberculosis: growth inhibition of non-replicating M. tuberculosis (AID 488890). Mycobacterium tuberculosis non-replicating, growth inhibition; higher % means a stronger effect. inhibition, % at 25 µM, or IC50 in µM where a hit was titrated. hit rate 0.39% among 320,000; in the data active = a potency from the dose series; inconclusive = inhibition mostly from about 82% at the one dose, without a potency; inactive = the rest, 99 in 100 with inhibition below about 76%;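 also: plate controls were DMSO cells for no effect and high antibiotic wells for full effect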
VEEV TC-83 Vero 10K pilot screen: second read-out of VEEV TC-83 Vero, no call of its own (marks repeat the call); inhibition, %; measured here: 10K pilot screen inhibition
Active calls of the source: *; i = inactive; ? = inconclusive; · = no result given; & = joins results of further samples. This is a random part of the collection; about 1.6% have a hit in one of these screens.

SMILES | M. tuberculosis HTS | influenza NS1A | PhoP GFP inhibition | VEEV TC-83 Vero | M. tuberculosis | others
CC(=O)c1ccc(S(=O)(=O)N2CCCCC2C(=O)O)cc1 (stereo not drawn) | -6% | 2% | 8% | 0.3% | 4%
COc1cc(/C=N/NC(=O)/C(=C/c2ccccc2)CCO)ccc1O | 0% | -3% | -2% | 0.6% | -4%
Cc1nc(-c2ccc(F)cc2)c(CC(=O)N2CCN(S(=O)(=O)c3ccc(F)cc3)CC2)s1 | 4% | 2% | -1% | 6.8% | 6%
O=C(c1ccccc1)c1ccc(OCCn2cnc3ccccc3c2=O)cc1 | 3% | 8% | -3% | 0.6% | 7%
CCn1c(N2CCN(C(=S)NCCc3ccccc3)CC2)nc2ccccc21 | ? | 1% | -8% | 2.2% | ·
Cn1c(SCC(=O)NCCc2ccccc2)nnc1-c1ccncc1 | 1% | 2% | 6% | 5.8% | -9%
O=C(CCN1CCN(c2ccccc2)CC1)c1ccc(Br)cc1 | ? | 25% | 104µM* | 10% | ?
CC(C)(NO)/C(=N\O)c1ccc(Cl)cc1 | 4% | -1% | -2% | 0.6% | ?
CCN1C(=O)[C@H]2[C@@H](c3ccc(C)cc3)N3C(=O)N(c4cccc(Cl)c4)C(=O)[C@@]3(CC)[C@H]2C1=O | 6% | -7% | -2% | 0.8% | 22%
Cc1ccnc(NC(=O)CCC(=O)N(CC(=O)NCc2ccc(F)cc2)Cc2ccccc2)c1 | 8% | -2% | 8% | 0.8% | -1%
Cc1ccc(-c2nc3cnccn3c2Nc2ccc3c(c2)OCO3)cc1 | 4% | 2% | -4% | 9.8% | 56%
Cc1ccc(/C=C2/NC(=O)N(Cc3ccc(Br)cc3)C2=O)o1 | 8% | -5% | -4% | 0.7% | 16%
COCCN1C(=O)/C(=C/c2ccc(Oc3ccc([N+](=O)[O-])cn3)c(OC)c2)SC1=Nc1ccccc1 | 16% | 6% | -1% | 0.1% | 4%
CC(NC(=O)C(=O)NCCN1CCN(C(=O)c2ccc([N+](=O)[O-])cc2)CC1)c1ccccc1 (stereo not drawn) | 8% | 6% | -12% | 0.9% | -8%
CC(C)c1nnc(NC(=O)c2cccc(-n3cnnn3)c2)s1 | 5% | -2% | 1% | 5.1% | 0%

Filtered by structure, those above with a carbonyl joined to an NH by a bond outside any ring (5)
SMILES | M. tuberculosis HTS | influenza NS1A | PhoP GFP inhibition | VEEV TC-83 Vero | M. tuberculosis | others
COc1cc(/C=N/NC(=O)/C(=C/c2ccccc2)CCO)ccc1O | 0% | -3% | -2% | 0.6% | -4%
Cn1c(SCC(=O)NCCc2ccccc2)nnc1-c1ccncc1 | 1% | 2% | 6% | 5.8% | -9%
Cc1ccnc(NC(=O)CCC(=O)N(CC(=O)NCc2ccc(F)cc2)Cc2ccccc2)c1 | 8% | -2% | 8% | 0.8% | -1%
CC(NC(=O)C(=O)NCCN1CCN(C(=O)c2ccc([N+](=O)[O-])cc2)CC1)c1ccccc1 (stereo not drawn) | 8% | 6% | -12% | 0.9% | -8%
CC(C)c1nnc(NC(=O)c2cccc(-n3cnnn3)c2)s1 | 5% | -2% | 1% | 5.1% | 0%

(continued)
SMILES | M. tuberculosis HTS | influenza NS1A | PhoP GFP inhibition | VEEV TC-83 Vero | M. tuberculosis | others
Cc1ccc(S(=O)(=O)N2CCC(C(=O)OCC(=O)N(C)Cc3ccccc3)CC2)cc1C | 1% | 10% | -2% | 1.6% | 35%
COc1ccc(-c2cc3nc(C)n(N)c(=O)c3s2)cc1 | -2% | -14% | -3% | 4.9% | 16%
Cc1c(Cl)cccc1NC(=O)Cn1c(CCC(=O)O)ccc1-c1ccccc1 | 1% | -2% | -1% | i | 9%
CCCCNC(=O)CCn1nc(-c2ccc(Cl)cc2)ccc1=O | -6% | 2% | 1% | i | 6%
CCOC(=O)N1CCN(CC(=O)c2ccc(O)cc2O)CC1 | 8% | 2% | -18% | 1.9% | 3%
NNC(=O)c1ccc(COc2cccc3ccccc23)cc1 | 3% | 2% | 1% | 0.7% | 36%
CCCn1cnc2scc(-c3ccc(OC)cc3)c2c1=O | -5% | -1% | -7% | 1.2% | -8%
Cc1ccc2nc(NC(=O)C3CSC4(C)CCC(=O)N34)sc2c1 (stereo not drawn) | -4% | 0% | -6% | 8.3% | 24%
CCCC1C(=O)N(Cc2ccccc2)C(=O)CC1C (stereo not drawn) | 2% | 9% | 14% | i | 0%
Cc1ccc(C(C)C)c(OCCCN2C(=O)NC(C)(C)C2=O)c1 | 6% | 0% | -6% | i | 12%
CC(=O)Nc1ccc(N=Cc2ccc[nH]2)cc1 | -14% | 3% | -5% | 2.0% | 4%
C=CCn1c(SCC(=O)Nc2nc(C)cs2)nnc1C(C)NC(=O)c1ccccc1Cl (stereo not drawn) | -7% | 7% | 9% | 3.2% | 14%
Cc1cccc(/C=N/NC(=O)c2cc(C)nc3ccccc23)n1 | -12% | -11% | 2% | 1.6% | 5%
COc1ccc(Cc2nc(C(=O)Nc3ccccc3)cs2)cc1 | -2% | -12% | 2% | 1.1% | ?
CC1CCN(C(CC(=O)c2ccccc2)C(=O)c2ccccc2)CC1 (stereo not drawn) | · | 7% | · | 12% | ·
COc1ccc(CNC(=O)c2ccc(Cn3nc(C)cc3C)o2)cc1 | 4% | -5% | 1% | 3.5% | -3%
COc1ccc(C(=O)N2CCn3c(C)ccc3C2C)cc1 (stereo not drawn) | -3% | 6% | -4% | 1.1% | 25%
COc1ccc(OC)c(C2=NS(=O)(=O)N(C)C(C(=O)Nc3ccc(F)cc3F)=C2)c1 | 6% | 1% | 7% | 2.2% | 10%
CCN(CC)C(=O)CSc1nnc([C@H](CCSC)NC(=O)OC(C)(C)C)o1 | -7% | 2% | -9% | 0.9% | -8%
COc1ccc(-c2nc(NC(=O)Cn3ccc(C(F)(F)F)n3)sc2C)cc1 | <0.2µM* | -7% | -22% | i | 52%
Cn1c(C(=O)NCc2ccco2)cc2c(=O)[nH]c3ccccc3c21 | 0% | 8% | -1% | 7.9% | 5% | VEEV TC-83 Vero 10K pilot screen=5.9
O=c1nc(N/N=C/c2c[nH]c3ccccc23)cn[nH]1 | -2% | 23% | -5% | 3.8% | 6%
CCN(CC)C1CCN(C(=O)c2cc(COc3cccc4cccnc34)on2)C1 (stereo not drawn) | · | 9% | · | i | ·
O=C(CCN1C(=O)c2ccccc2S1(=O)=O)NCc1ccccc1 | -1% | -16% | -1% | 1.2% | -10%
COc1ccc(NC(=O)COc2ccccc2C)cc1S(=O)(=O)N1CCCCC1 | -5% | -4% | 5% | 6.5% | 18%
CN(CC(=O)Nc1ccccc1Cl)C(=O)COC(=O)C1CC1 | 32% | -11% | -6% | 1.1% | 14%
CCc1ccccc1NC(=O)Cn1nnc(-c2cccnc2)n1 | 0% | 2% | -8% | 5.2% | -3%
CCCCn1c(N)c(N(CC(C)C)C(=O)c2ccc(-n3c(C)ccc3C)cc2)c(=O)[nH]c1=O | 10% | -3% | -1% | 1.6% | 73%
COc1ccccc1N1CCN(C(=O)CSc2nnc(NC(=O)c3ccco3)s2)CC1 | -1% | 13% | -11% | 8.0% | 7% | VEEV TC-83 Vero 10K pilot screen=7.6
CCOc1ccccc1NC(=O)CSc1nnc(CNC(=O)c2c(F)cccc2Cl)o1 | -12% | 3% | -3% | 1.1% | 8%
CCOC(=O)N1CCN(C2OC(=O)c3ccccc32)CC1 (stereo not drawn) | -6% | 5% | 5% | 0.8% | -4%
C=CCn1c(O)c(CN2CCOCC2)c(C)c(C#N)c1=O | 1% | -5% | -4% | 0.8% | -9%
Cc1cccc(OCc2nnc(SCC(=O)Nc3ccc(C)c(C)c3)o2)c1 | 2% | -9% | -5% | 0.2% | 46%
O=C(CNS(=O)(=O)c1ccc(Br)cc1)N1CCOCC1 | 8% | 1% | 3% | 2.3% | 2% | VEEV TC-83 Vero 10K pilot screen=0.8
Nc1nc(-c2ccccc2)c(N=Nc2cccnc2)s1 | 9% | 18% | 15% | 2.8% | 14%
COc1ccc(-c2noc(CCC(N)=O)n2)cc1OC | -4% | -3% | 1% | 0.8% | -2% | VEEV TC-83 Vero 10K pilot screen=2.2
COc1ccccc1-c1cc(C(=O)Nc2ccc(F)cc2F)no1 | 3% | 0% | -7% | 5.9% | 12%
O=C(CSCc1ccc(C(=O)O)cc1)Nc1ccc2ccccc2c1 | 55% | -15% | 1% | 0.3% | 23%
Cc1ccc(-c2nn(C)c(=O)c3ccccc23)cc1CN1CCCCC1 | 3% | -26% | 0% | 2.0% | 16%
C[N+](C)(C)CC#CCOC(=O)Nc1cccc(Cl)c1 | -2% | -4% | -6% | 0.5% | -19%
CC(C)(C)C(=O)Nc1nc(-c2ccc3c(c2)OCO3)cs1 | 11% | 2% | -6% | 8.6% | 24%
Cc1ccc(-n2[nH]c(=O)c3cccnc32)cc1 | -17% | 2% | 7% | i | 8%
Cc1cccc(C)c1NC(=S)NCc1ccncc1 | 1% | -1% | 1% | 2.2% | -11%
Cc1nnc(SCC(=O)Nc2nc3c(s2)CC(C)CC3)s1 (stereo not drawn) | -2% | 4% | -5% | i | 38% | VEEV TC-83 Vero 10K pilot screen=0.8
CCOc1ccc(OCC)c(NS(=O)(=O)c2cn(C)cn2)c1 | -7% | -8% | -10% | i | -11%
COc1ccc(OCC(=O)NCCCn2ccnc2)cc1 | 2% | 1% | 9% | i | 1%
CC(Cc1ccccc1)NC=O (stereo not drawn) | -7% | -2% | -12% | 0.2% | 10%
CCOC(=O)C1=C(C)Nc2ccccc2N=C1NC(=O)CCCN1C(=O)c2ccccc2C1=O | 7% | 8% | -7% | 0.1% | -4%
CC1=C(C(=O)Nc2cc(C(=O)N(C)Cc3ccccc3)ccc2C)SCCO1 | -3% | -3% | -1% | 2.5% | 6%
O=C(CN(c1cccc(C(F)(F)F)c1)S(=O)(=O)c1ccc(Cl)c([N+](=O)[O-])c1)NCc1ccccc1Cl | 5% | 6% | -4% | 0.1% | -2%
COc1ccc(-c2nc(NC(=O)c3c(C)noc3C)sc2C)cc1 | · | -6% | · | 4.1% | ·
CC(C)c1ccccc1NC(=O)Nc1ccc(F)cc1F | 6% | 0% | 3% | 0.7% | 8%
CCOC(=O)C1=C(C)NC(C)=C(C(=O)OCC)C1C1=COCCO1 | -8% | -8% | 0% | 1.4% | 0%
CSc1ccc(C(=O)C2CCCN(Cc3cccn3-c3cccnc3)C2)cc1 (stereo not drawn) | 9% | 16% | 7% | 7.8% | 25%
Cc1ccc(Cn2c(Sc3nnc(C)s3)nc3c2c(=O)[nH]c(=O)n3C)cc1 | 1% | -5% | 7% | 1.4% | -15%
Cc1c(NC(=O)c2ccc(Cl)nc2)cccc1-c1nc2cccnc2s1 | ? | 10% | 2% | 7.8% | 60%
O=c1cc2n(c(=O)[nH]1)CCC1=C2CCCC1 | -6% | 18% | 0% | 1.1% | 39% | VEEV TC-83 Vero 10K pilot screen=0.0
CCOc1ccc(N(CC(=O)NCc2ccc(OC)cc2)S(=O)(=O)c2c(C)[nH]c(=O)[nH]c2=O)cc1 | 4% | 2% | -2% | i | 28%
N=C1c2ccccc2CN1NC(=O)c1cccc(S(=O)(=O)N2CCOCC2)c1 | 6% | 0% | -9% | 0.2% | 5%
Cc1ccc(/C(O)=C2\C(=O)C(=O)N(C)C2c2ccc([N+](=O)[O-])cc2)cc1 (stereo not drawn) | -5% | -10% | 3% | 0.6% | -5%
Going on with the list:
SMILES | M. tuberculosis HTS | influenza NS1A | PhoP GFP inhibition | VEEV TC-83 Vero | M. tuberculosis | others
CC(C)(C)c1ccc(OCCCC(=O)N2CCOCC2)cc1 | 1% | -1% | -4% | i | 34%
CCc1c(C(C)S(=O)(=O)c2ccc(C)cc2)[nH]c(=O)n1-c1ccc(OC(F)(F)F)cc1 (stereo not drawn) | 0% | 2% | 3% | i | -5%
COc1ccccc1CNCCS(=O)(=O)NN1CCOCC1 | · | -7% | · | 0.3% | ·
Cc1ccc(-c2nnc(SCC(=O)Nc3ccc(S(=O)(=O)N4CCCCCC4)cc3)o2)cc1 | 8% | -9% | 3% | i | 59%
CCOc1ccc(NS(=O)(=O)c2ccc(C(=O)NCC3(N(C)C)CCCCC3)cc2)cc1 | 6% | -2% | -14% | i | 27%
N#CCCN(Cc1cccnc1)C(=S)NC(=O)C1CC1 | -1% | · | 0% | · | 1%
COc1ccc(N(C(=O)c2cccnc2)S(=O)(=O)c2cccs2)cc1 | 5% | 1% | 22% | 2.2% | -7%
CC(=O)OC(C)C[N+](C)(C)C (stereo not drawn) | 1% | 7% | -2%&-11% | 0.2% | -10%
COc1ccc(OCCOc2ccccc2[N+](=O)[O-])cc1 | 0% | -5% | -4% | 0.4% | 18%
